# PKA-R1A act – activators of PKA-R1A holoenzyme, primary screen, biochemical, fluorescence polarization, Cy5-IP20, bovine R1A, mouse PKAc | activation, % at 11.4 µM | 340,000 tested, 0.083% active | PKA-R1A dissociation; scaled: DMSO 0%, 113 µM cGMP 100% | AID 504707, 2011 | cAMP-dependent protein kinase type I-alpha regulatory subunit (Bos taurus) + …;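 active means percent activation above the mean of all tested compounds plus 3 SD, cut at about 19% in these data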;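 further: higher means more PKAc released from R1A so a rise in polarization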
# HTR5A inv ag – HTR5A inverse agonists in luminescence cell assay, primary screen, counter-screen for OPRM1-OPRD1 heterodimer inverse agonist project, full-deck HTS | 5-hydroxytryptamine receptor 5A (Homo sapiens), P47898 | HTR5A cell line, inverse agonism | inhibition, % at 9.3 µM | 340,000 tested, 0.083% active; in the data active means inhibition mostly above about 23%, no sharp cut-off; inactive means mostly below about 18%;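 further: 0% = cells with DMSO and 100% = no-cell wells with DMSO; some compounds called inactive have numbers as strong as hits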
# Ecoli viability – E. coli V3065 growth inhibition, primary screen, counter-screen for AddAB inhibitor project, absorbance, OD600. inhibition, % at 11.9 µM. AID 449728, 2010. 18 h. 330,000 tested, 0.27% active;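 active means inhibition above the campaign's mean inhibition across all tested compounds plus 3 SD, cut at about 9.9% in these data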;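 further: uninfected addAB+ strain grown without phage in ampicillin broth; 0% = DMSO wells and 100% = ciprofloxacin 0.95 µg/ml wells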
# PfHsp90 set2 – growth inhibition of PfHsp90-expressing yeast, primary screen, antimalarial PfHsp90 inhibitor project, S. cerevisiae, BacTiter-Glo luminescence, single point, set 2 | BacTiter-Glo ATP, 48 h; yeast lacking PDR1 and PDR3 efflux regulators | inhibition, % at 9.4 µM | 310,000 tested, 0.32% active | AID 504621, 2011;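 active means every replicate shows inhibition above about 80%, whatever the replicate mean, limit read from the data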;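 further: 0% = DMSO neutral controls and 100% = 20 µM radicicol positive controls; yeast relying on Plasmodium falciparum Hsp90 in place of its own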
# HTR5A ag ctr – HTR5A agonists in luminescence cell assay, primary screen, counter-screen for OPRM1-OPRD1 heterodimer agonist project, full-deck HTS; 340,000 tested, 0.61% active; AID 504692, 2011; activation, % at 9.3 µM; cell-based; in the data active means activation mostly above about 9.5%, no sharp cut-off; inactive means mostly below about 7.6%;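 further: 0% = cells with vehicle only and 100% = reference agonist; strong numbers were not always called active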
# MOR-DOR inv ag – inverse agonists of MOR-DOR heterodimerization, primary screen, cell-based, luminescence; Mu-type opioid receptor (Homo sapiens) + Delta-type opioid receptor (Homo sapiens), …; cell-based MOR-DOR heterodimer luminescence, inverse agonism; inhibition, % at 9.3 µM; 340,000 tested, 0.21% active; in the data active means inhibition above about 22%, passing the limit was not always enough;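 further: 0% = cells with DMSO and 100% = wells without cells with DMSO; values of inactives mirror those of a sister screen read the other way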
# MOR-DOR ag – agonists of OPRM1-OPRD1 heterodimerization, primary screen, cell-based, luminescence | Mu-type opioid receptor (Homo sapiens) + Delta-type opioid receptor (Homo sapiens), … | cells | activation, % at 9.3 µM | 340,000 tested, 0.3% active | AID 504326, 2011; in the data active means activation above about 18%;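 further: 0% = vehicle-treated cells and 100% = reference agonist; values of inactives mirror those of a sister screen read the other way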
# Mot1-301 SUMO – yeast Mot1-301 growth rescue at high temperature, primary screen, SUMOylation pathway inhibitor project, S. cerevisiae, ATP luminescence, 38.5C; S. cerevisiae Mot1-301 growth rescue; percent above DMSO median, 100 means doubled; growth rescue, % at 18.8 µM; 320,000 tested, 1% active; AID 2716, 2010;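 active means every valid replicate shows activation above 250% relative to neutral control wells; inactive means the rest, any valid replicate at or below 250%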;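 further: OY570 slx delta 5 strain wells were the positive control but not used for scaling; some compounds called inactive have numbers as strong as hits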
# AddAB inh – growth inhibition of E. coli expressing H. pylori AddAB, primary screen, AddAB inhibitor project, absorbance; AID 435030, 2010; inhibition, % at 11.9 µM; 330,000 tested, 0.29% active; in the data active means inhibition above about 12%;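 further: 0% = vehicle wells of infected cells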
# phage Ecoli inh – growth loss of phage-infected E. coli, primary screen, RecBCD inhibitor project, absorbance, with phage, HTS. inhibition, % at 11.9 µM. 360,000 tested, 0.26% active. AID 651602, 2012; in the data active means inhibition above about 11%
# Pemphigus Ab inh – inhibitors of pemphigus antibody binding to DSG3, primary screen, biochemical, bead-based, flow cytometry, scFv-GFP. Desmoglein-3 (Homo sapiens), P32926. DSG3-coupled beads, scFv-anti-DSG3-GFP binding; active compounds read low. binding (percent of control), % at 10 µM. 310,000 tested, 0.48% active;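 active means binding more than 3 SD below its plate's average and above zero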;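 further: hits lower antibody fragment binding to DSG3; some compounds called inactive have numbers as strong as hits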
# Target sequence (P32926 whole entry, looked up, the tested form may be a part): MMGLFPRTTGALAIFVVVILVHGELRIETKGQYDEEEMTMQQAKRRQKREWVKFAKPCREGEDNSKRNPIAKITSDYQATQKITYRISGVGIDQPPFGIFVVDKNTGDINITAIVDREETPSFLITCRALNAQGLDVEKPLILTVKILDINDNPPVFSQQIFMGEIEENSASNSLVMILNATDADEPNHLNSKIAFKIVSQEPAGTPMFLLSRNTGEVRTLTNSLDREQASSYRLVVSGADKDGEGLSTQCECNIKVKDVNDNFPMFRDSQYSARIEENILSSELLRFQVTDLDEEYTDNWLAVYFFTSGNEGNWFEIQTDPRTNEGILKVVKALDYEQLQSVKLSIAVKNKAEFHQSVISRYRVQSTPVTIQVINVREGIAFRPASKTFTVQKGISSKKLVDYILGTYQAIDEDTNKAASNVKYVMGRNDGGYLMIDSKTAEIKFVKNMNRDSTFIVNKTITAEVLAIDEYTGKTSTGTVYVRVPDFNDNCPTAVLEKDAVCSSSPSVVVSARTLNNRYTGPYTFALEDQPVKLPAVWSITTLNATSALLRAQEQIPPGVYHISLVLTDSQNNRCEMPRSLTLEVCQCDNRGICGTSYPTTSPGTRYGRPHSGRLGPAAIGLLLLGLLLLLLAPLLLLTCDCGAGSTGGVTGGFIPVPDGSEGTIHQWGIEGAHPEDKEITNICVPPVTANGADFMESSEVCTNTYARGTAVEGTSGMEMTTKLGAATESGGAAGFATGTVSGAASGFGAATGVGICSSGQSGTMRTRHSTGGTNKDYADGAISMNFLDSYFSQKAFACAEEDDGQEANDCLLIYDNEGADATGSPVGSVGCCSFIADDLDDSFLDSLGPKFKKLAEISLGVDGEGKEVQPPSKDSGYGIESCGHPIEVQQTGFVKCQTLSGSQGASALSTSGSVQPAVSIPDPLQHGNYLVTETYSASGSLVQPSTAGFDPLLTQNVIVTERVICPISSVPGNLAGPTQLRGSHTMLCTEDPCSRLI
# * = called active by the depositor; / = not tested or not shown.
SMILES,PKA-R1A act,HTR5A inv ag,Ecoli viability,PfHsp90 set2,HTR5A ag ctr,MOR-DOR inv ag,MOR-DOR ag,Mot1-301 SUMO,AddAB inh,phage Ecoli inh,Pemphigus Ab inh
COC(=O)C1=C(CN2CCN(C)CC2)NC(=O)NC1c1cc(C)ccc1C (configuration not stated),-10,25,-1.6,/,-11,13,-2.6,-22,0.6,1.4,88
Cc1ccc(Nc2c(-c3ccc(C)o3)nc3cnccn23)cc1,2,3,2.4,-15,-1,-4,0.7,20,-0.8,3.6,107
CS(=O)(=O)c1ccc(Cl)c(NC(=O)c2cc(=O)[nH]c3ccc(S(=O)(=O)N4CCOCC4)cc23)c1,-3,-15,2.2,28,-2,4,-0.7,2,2.4,2.1,98
O=C1COc2ccc(C(=O)COC(=O)c3ccccc3F)cc2N1,-3,12,-2.6,12,-5,9,-2.3,-9,0.8,2.7,101
CCOc1ccc(NC(=O)CCSc2ccc(C)cc2)cc1,5,7,0.9,4,-2,-23,4.0,5,0.3,6.0,104
CN(CC(=O)Nc1ccc(S(N)(=O)=O)cc1)C1CCCCC1,1,6,0.8,-42,-3,2,-0.3,125,2.5,5.8,110
COc1ccc(Cc2noc(CN3CCN(Cc4cccc(Cl)c4)CC3)n2)cc1OC,-7,-1,-0.2,-77,0,-14,2.7,-10,4.2,2.8,94
COC(=O)C1CCN(C(=O)NC2CC(=O)N(c3ccc4c(c3)OCCO4)C2)CC1 (configuration not stated),-1,6,0.0,/,4,-4,0.6,0,0.2,1.9,109
C=CC[C@@H](CC(=O)N[C@H](CO)Cc1ccccc1)C(=O)N[C@H](C)COC(=O)[C@@H](CC=C)Cc1ccc(F)cc1,-6,9,-2.0,-7,3,5,-0.9,-5,1.8,1.3,105
CC(=O)c1ccc(OC(=O)c2cccs2)cc1,-5,-2,-0.2,-15,-3,6,-1.1,27,-0.6,4.4,97
Cc1cc(C)c2c(n1)nn1c(N3CCN(c4ccccc4)CC3)cc(C)nc21,-3,13,-3.2,/,5,-23,4.4,20,1.0,2.9,94
CCOC(=O)CN1C(=O)CSc2ccc(S(=O)(=O)N3CCCC3)cc21,-6,3,1.1,12,-1,0,0.1,4,0.8,0.0,76
O=C(Nc1ccc(Cl)cc1Cl)NC1CCCC1,2,-5,-2.9,14,2,3,-0.6,1,3.0,3.9,83
Cc1cc2c(cc1S(=O)(=O)Nc1cccc(F)c1C)NC(=O)CO2,5,-7,-5.5,7,3,1,-0.3,134,1.4,1.5,99
CC1(C)CC(=O)c2sc(NS(=O)(=O)c3ccc(Br)cc3)nc2C1,-3,-18,-1.9,-20,0,7,-1.4,5,5.8,3.4,106
O=C(CN1C(=O)NC2(CCCC2)C1=O)Nc1cc(Cl)ccc1N1CCOCC1,-4,-2,-2.2,-1,1,8,-1.2,-18,-1.9,0.7,109
O=C1COc2ccc(C(=O)CCl)cc2N1,/,/,-1.2,5,/,/,/,-14,-3.1,2.5,96
CC(C)(C(N)=O)N1CCN(c2ncc(C(F)(F)F)cc2Cl)CC1,-5,-35,-1.3,5,6,-15,2.5,-10,-0.9,3.9,96
CC(=O)N1CCN(C(=O)c2oc3ccccc3c2C)CC1,-4,-4,0.1,-15,2,12,-2.9,-14,-1.1,0.6,105
N#Cc1nc(COc2ccccc2Cl)oc1N1CCCC1,-8,-5,1.5,4,2,-3,0.7,-7,0.9,-1.6,110
COc1ccc(S(=O)(=O)N2CCOCC2)cc1NC(=O)c1ccc2c(c1)OCO2,-5,5,0.0,1,3,13,-3.3,-12,-0.7,2.4,97
COCc1c(C(=O)N/N=C/c2ccc(C)o2)nnn1-c1nonc1N,-10,7,1.8,31,-8,19,-3.0,2,3.1,2.3,/
Cc1cc(NC(=O)CCC(=O)N(CC(=O)NC2CCCC2)Cc2ccco2)no1,-1,0,-0.1,8,-4,7,-1.2,9,3.2,1.1,98
COCC(C)n1c(C)cc(C(=O)CSc2cc(C)c3ccccc3n2)c1C (configuration not stated),0,4,-0.8,20,-1,1,-0.1,-25,3.8,2.2,102
O=C(Nc1ccccc1N1CCOCC1)c1cccc(S(=O)(=O)N2CCOCC2)c1,-9,-2,0.2,-2,1,-2,0.4,-8,-0.8,1.8,/
CN(Cc1ccccc1)C(=O)c1ccc(NC(=O)Cc2ccc(NC(=O)C3CCN(C(=O)C4CCCCC4)CC3)cc2)cc1,5,-12,/,4,3,4,-0.8,/,/,0.2,98
CC(Nc1cc(N2CCN(C(=O)C(C)(C)C)CC2)ccc1[N+](=O)[O-])c1ccccc1 (configuration not stated),-3,14,-2.0,-19,1,0,-0.1,60,-2.6,3.0,102
O=C(COC(=O)C1CCC1)NCCc1ccc(Cl)cc1Cl,8,2,1.6,3,-3,9,-1.6,-24,2.0,1.8,104
COc1cc(C(=O)Nc2ccc(N(C)C)cc2)cc(OC)c1OC,1,-15,-2.0,7,3,8,-1.4,-1,-0.3,1.8,105
CC1(C)S[C@@H]2[C@H](NC(=O)COc3ccccc3)C(=O)N2C1C(=O)OCC1CCCCC1 (some centres not stated),-2,3,-1.9,/,0,-42,7.7,327*,1.1,2.4,106
CCc1ccc(C(=O)Nc2ccc(S(=O)(=O)Nc3nc(C)cc(C)n3)cc2)o1,4,-3,-0.1,-8,6,0,-0.1,1,3.9,1.9,35*
O=C(Nc1cccc(F)c1)C1CCCN1S(=O)(=O)c1cccc2cccnc12 (configuration not stated),-6,-11,0.8,14,4,3,-0.6,-21,3.7,2.1,107
Cc1ccc(CN(Cc2ccccc2)C(=S)Nc2ccccc2C)o1,-13,-1,1.4,-14,0,-6,1.3,2,0.8,-1.5,/
O=C(NCCc1csc(-c2ccccc2)n1)c1ccccc1F,-6,-7,1.4,12,-1,19,-3.7,11,1.1,1.7,103
O=C(OCN1C(=O)c2ccccc2C1=O)c1ccccc1,-9,-17,-3.8,/,1,9,-1.6,-1,3.3,3.1,/
CCN(CC)C(=O)c1ccc2c(c1)N(Cc1ccccc1)C(=O)CS2=O (configuration not stated),-13,-3,-0.5,/,1,16,-3.0,9,3.5,0.8,108
O=C(CCc1ccc(S(=O)(=O)NC2CCCCC2)cc1)NCc1ccc(Cl)cc1,-6,-13,-0.9,-14,8,2,-0.4,-9,-0.4,1.7,103
O=S(=O)(NCCCNS(=O)(=O)c1c(F)cccc1F)c1ccc2c(c1)OCCO2,-5,10,2.0,-10,3,-13,2.4,9,2.6,2.2,100
CCOC(=O)C1=C(C)N(CC(C)C)C(=O)/C1=C\c1cccs1,-2,18,-0.8,/,-7,-14,2.9,19,1.1,-2.6,/
COc1ccc(NC(=O)/C(C#N)=C/c2ccc[nH]2)c(OC)c1,-7,-9,-1.5,-14,8,-5,0.9,5,0.9,0.1,96
Cc1noc(C)c1C(=O)NCc1ccccc1F,-4,5,1.7,1,-2,7,-1.5,8,0.1,3.2,120
O=C1CCCN1c1cc(Cl)ccc1Cl,-2,-7,-1.3,3,-1,8,-1.7,-6,1.7,4.3,95
OCCn1cnc2c(SCc3ccccc3)ncnc21,-9,11,/,/,-3,8,-1.5,/,/,3.9,86
COCCN(C(=O)COC(=O)CCC1CCCC1)c1c(N)n(Cc2ccccc2)c(=O)[nH]c1=O,1,4,0.1,-1,-1,10,-2.0,0,-0.7,4.3,103
CCC(=O)Oc1ccc(C(=O)Nc2ccc3c(c2)C(=O)N(C2CCCCC2)C3=O)cc1,-1,-5,1.4,-21,1,-3,0.7,4,0.3,1.7,101
Cc1oc(-c2ccccc2F)nc1CS(=O)CC(=O)NCc1ccc(F)cc1 (configuration not stated),-5,-16,-0.2,23,5,6,-1.1,180,-1.4,1.9,101
O=C(Cc1ccc(Br)cc1)OCC(=O)c1ccc2c(c1)OCCO2,-10,-1,-1.4,14,0,-1,0.3,12,1.1,3.4,86
Cn1nc(C(C)(C)C)cc1C(=O)Sc1cccc(Br)c1,1,16,0.9,-4,2,1,-0.2,225,0.6,3.3,96
NC(=O)C1CCN(C(=O)CC2(CC(=O)O)CCCC2)CC1,-3,-1,0.9,-6,0,15,-2.7,-13,0.5,2.7,96
COc1ccc(OC)c(N2C(=O)C(Cl)=C(N3CCOCC3)C2=O)c1,-13,11,0.2,11,-8,14,-2.6,1,0.7,4.2,100
CN(CC(=O)N1CCc2ccccc2C1)S(=O)(=O)c1ccc2c(c1)c(=O)n(C)c(=O)n2C,3,-17,-0.1,7,6,7,-1.4,-8,0.7,0.2,99
Cc1ncc([N+](=O)[O-])n1CC(=O)NCc1ccccc1,-4,-37,-0.3,/,1,-5,1.0,11,0.6,3.5,103
O=C(OCCCN=C1NS(=O)(=O)c2ccccc21)c1ccc(F)cc1,-2,7,1.7,/,0,8,-1.6,9,2.1,0.6,93
CC(=O)NNc1cc(C)nc(NS(=O)(=O)c2ccc(C)cc2)n1,3,13,-1.2,-5,-3,10,-2.1,-5,-0.8,4.2,96
Cc1ccc(S(=O)(=O)N2CCN(CC(O)COc3ccccc3)CC2)cc1 (configuration not stated),0,4,1.9,-28,-1,0,0.0,-21,2.7,2.0,/
CCC(NC(=O)OC(C)(C)C)C(=O)Oc1ccc2c3c(c(=O)oc2c1)CCC3 (configuration not stated),-10,3,-0.1,15,5,5,-0.9,-33,0.2,1.8,98
CCc1cc2c(CN(C)Cc3ccccc3F)cc(=O)oc2cc1O,15,-19,-2.5,-89,11,-67,9.6,300,2.1,1.0,100
Cc1ccc(NC(=O)/C=C/c2cccc(C(F)(F)F)c2)cc1,-5,4,-1.4,-17,-2,-9,1.7,15,0.5,-1.6,95
COc1ccccc1-c1cc(C(=O)NCc2ccc(Cl)cc2)no1,-6,-10,-4.3,-13,6,-20,3.9,11,1.9,1.3,103
CNc1nc(C(=O)O)nc(N2CCOCC2)n1,4,10,-0.1,4,2,7,-1.3,1,2.3,2.7,103
CC(=O)c1ccc(OCc2cc(=O)n3ccsc3n2)cc1,-6,-19,-3.3,10,-1,11,-1.8,-5,-3.1,1.5,96
Cc1ccc(S(=O)(=O)N2CCN(CC(=O)Nc3ccc4c(c3)CCC4)CC2)cc1C,-15,25,1.2,-53,1,-27,5.1,22,0.5,0.4,118

# Outcome played no part in choosing rows; 3.2% or so of the library scored in one or more.
